All columns: NCI-60 one-dose screen, growth in % after 48 h at 10 µM unless noted; 100 = growth as untreated, 0 = no growth, -100 = all killed.
CCRF-CEM = CCRF-CEM leukemia. 77,000 tested, 7% active. AID 1794778
RPMI-8226 = RPMI-8226 leukemia cells. 77,000 tested, 7.5% active. AID 1794781
K-562 = K-562 leukemia | 78,000 tested, 7.4% active
MDA-MB-231 = MDA-MB-231 breast cancer. 81,000 tested, 5% active
MDA-MB-435 = MDA-MB-435 melanoma. 82,000 tested, 7.8% active. AID 1794794
MOLT-4 = MOLT-4 leukemia cells; 80,000 tested, 6.9% active
SR = SR leukemia cells; 73,000 tested, 8.7% active; AID 1794780
MDA-MB-468 = MDA-MB-468 breast cancer; 78,000 tested, 8.5% active
Starred values were filed as active, the others as inactive; . = not tested or not shown; & = joins results of further samples; [ ] = remark or other dose. Rule for the calls: active = growth percent below 10; inactive = the rest.

SMILES	CCRF-CEM	RPMI-8226	K-562	MDA-MB-231	MDA-MB-435	MOLT-4	SR	MDA-MB-468
Cc1ccc(C(=O)C(C)(C)C)c(C)c1	107	97	111	106	90	110	107	99
CCCCC1(O)CCCC1	.	105	100	97	105	100	119	98
Cc1ccccc1C(CC(=O)c1ccccc1)c1ccccc1 (configuration not stated)	105	.	84	109	108	79	76	102
Cc1c([N+](=O)[O-])cc(C(C)C)c(O)c1[N+](=O)[O-]	99	102	98	99	106	104	97	112
O=C(CCN1C(=O)/C(=C/c2ccc(Cl)cc2)SC1=S)NCCN1CCOCC1	107	97	92	97	96	102	94	91
COc1cc(NC(=O)C(O)CN(C)Cc2ccc(C(F)(F)F)cc2)ccc1C#N (configuration not stated)	83	90	83	85	96	76	67	104
CCCC(O)(c1ccccc1)C(c1ccccc1)C1CCCCN1 (configuration not stated)	93	94	107	96	91	102	94	99
Cc1ccc(NC(=O)NCC2(C)CC(NC(=O)Nc3ccc(C)cc3)CC(C)(C)C2)cc1 (configuration not stated)	82	80	82	.	91	87	51	.
COc1ccc(NC(=O)c2ccc(NC3=C(c4ccc(OC)cc4)C(=O)NC3=O)cc2)cc1	79	81	86	87	106	75	83	98
N#Cc1cc(O)n2c1C(=N)c1ccccc1-2	88	103	92	91	100	99	91	96

Continued (five carried over from the part before).
SMILES	CCRF-CEM	RPMI-8226	K-562	MDA-MB-231	MDA-MB-435	MOLT-4	SR	MDA-MB-468
COc1cc(NC(=O)C(O)CN(C)Cc2ccc(C(F)(F)F)cc2)ccc1C#N (configuration not stated)	83	90	83	85	96	76	67	104
CCCC(O)(c1ccccc1)C(c1ccccc1)C1CCCCN1 (configuration not stated)	93	94	107	96	91	102	94	99
Cc1ccc(NC(=O)NCC2(C)CC(NC(=O)Nc3ccc(C)cc3)CC(C)(C)C2)cc1 (configuration not stated)	82	80	82	.	91	87	51	.
COc1ccc(NC(=O)c2ccc(NC3=C(c4ccc(OC)cc4)C(=O)NC3=O)cc2)cc1	79	81	86	87	106	75	83	98
N#Cc1cc(O)n2c1C(=N)c1ccccc1-2	88	103	92	91	100	99	91	96
O=C1NC(=O)C2(CCCc3ccccc32)N1 (configuration not stated)	100&111	96&103	104&103	109&116	104&110	102&93	110	105&112
O=C(CN(C(=O)c1ccccc1)C(=O)c1ccccc1)OCc1ccccc1	93	90	83	108	117	85	80	101
C/C(=C\c1ccc(O)cc1O)c1ccc2ccc(O)cc2[o+]1	56	66	73	40	21	29	20	64
COc1cccc(C2=NN(c3ccc(-c4ccccc4)nn3)C(c3ccc(F)cc3)C2)c1 (configuration not stated)	100	105	97	87	102	97	87	100
COc1cccc(-c2nc3occn3c2-c2ccnc(NCCCNS(=O)(=O)c3ccc(F)cc3)n2)c1	79	67	70	77	63	56	96	83
COc1ccccc1-c1nc(-c2ccccc2O)cn2ccnc12	98	97	84	80	91	93	88	89
O=C(O)CSC(=S)SCC(=O)O	100	102	135	99	96	.	65	97
CN(C)c1ccc(C2C(C#N)=C(N)Oc3cc4ccccc4cc32)cc1 (configuration not stated)	68	91	.	62	97	.	85	83
CC[n+]1c(C)ccc2cc(C)ccc21	98	101	91	92	118	90	94	58
Oc1ccccc1CNc1ccccc1	96	93	94	94	103	81	111	100
Cc1ccc(-c2cn3cc([N+](=O)[O-])ccc3n2)cc1	53	73	82	79	71	58	75	56
CCCCC(=O)NCCNc1nccc(Nc2ccc(S(=O)(=O)Nc3ccccn3)cc2)n1	94	97	93	111	114	98	83	124
c1cc(OCCN2CCCCC2)ccc1CNc1ccc2nc(CCC3CCCCC3)[nH]c2c1	5.8*	-22*	-1.4*	9.1*	-54*	7.7*	12	27
Cc1oc(-c2cc(C(F)(F)F)ccc2Cl)cc1C(=O)Nc1ccc(S(N)(=O)=O)cc1	102	105	94	106	98	96	.	106
CCOc1ccc2nc(NCc3ccc(C(C)C)cc3)sc2c1	94	96	43	95	100	94	90	95
[2H]C([2H])([2H])Oc1c(F)cccc1/C=C/C(=O)/C=C(O)/C=C/c1cccc(F)c1OC([2H])([2H])[2H]	91	99	107	109	95	78	95	98
O=C1Nc2ccccc2/C1=N/N=C/c1coc2ccc(F)cc2c1=O	91	87	99	101	101	92	88	109
O=C(O)CCCc1ccc(Cl)cc1	119	106	101	105	115	108	.	122
O=[N+]([O-])c1ccc(O)c(O)c1	68	98	.	80	105	82	94	110
NCC(=O)c1ccc2oc3ccccc3c2c1	103	109	89	117	106	94	50	126
COc1ccc(S(=O)(=O)NCCNc2cc(-c3c(-c4cccc(OC)c4)nc4sccn34)ccn2)cc1	89	64	88	96	100	85	.	94
CCNC(=O)N1CCc2cc(OC)c(OCCc3ccc(OC)c(N)c3)cc2C1c1ccc(C)cc1C (configuration not stated)	34	20	15	15	13	29	15	-0.1*
Oc1[nH]c2ccc(Cl)cc2c1/C=c1/ccc2c(c1)N=C(c1ccc(F)cc1)N=2	7.8*	69	16	63	-44*	35	8.5*	9.6*
COc1ccc(Nc2nc(N)n(S(=O)(=O)c3ccc(F)cc3)n2)cc1	93	92	98	86	98	96	81	91
CNC(=O)OC(C)(C)C#N	95	99	93	98	96	94	97	94
Clc1ccccc1C1=NN(c2ccc(-c3ccccc3)nn2)C(c2ccccc2)C1 (configuration not stated)	95	88	82	89	101	81	77	97
O=C(/C=C1\C=CN(CCCCCCO)c2ccccc21)n1ccc2ccccc21	103	87	80	90	105	89	88	85
Cn1cc(-c2ccc3c(c2)OCCO3)c(C(=O)NCc2ccc(Cl)cc2)n1	.	82	95	97	92	85	75	90
COc1ccc(-c2cc(C(=O)N3CCN(C(=O)c4ccccc4NCc4ccco4)CC3)nc3cc(-c4ccccc4)nn23)cc1	92	88	76	99	104	78	94	94
Nc1c2c(nc3ccccc13)CCCC2	100&96	97&101	.	105&89	118&98	95	101	122&103
COc1ccc(NC=O)cc1	56	117	85	103	108	107	115	114
C/C(=N/O)c1ccc(N2C(=O)c3cc(C)c(C)cc3C2=O)cc1	102	104	103	102	101	102	94	98
CS(=O)(=O)c1nccc(-c2c(-c3ccc(F)c(O)c3)nc3sccn23)n1	95	99	84	92	94	100	81	87
N[C@@H](Cc1cn(-c2ccccc2SCc2ccc(O)cc2)nn1)C(=O)O	94	112	96	93	103	99	95	101
COc1cccc(C(=O)CSc2nc(-c3ccc(OCc4ccccc4)c(OC)c3)c(C#N)c(=O)[nH]2)c1	101	102	91	91	96	102	94	88
Clc1ccc(-c2nc(Nc3ccccc3)c3cc(Br)cc(Br)c3n2)cc1	105	100	94	54	90	98	97	99
Nc1nc2ccc(-c3cccc(Cl)c3)cc2c(=O)n1-c1ccc(C(F)(F)F)cc1	76	85	47	95	97	76	76	71
Oc1ccc(Cl)cc1C(c1cc(Cl)ccc1O)C(Cl)(Cl)Cl	19	11	4.5*	-64*	29	2.1*	-25*	.
O=C(Nc1ccc(Nc2nncc3ccccc23)cc1)c1ccc(Cl)cc1	103	104	102	93	103	97	95	101
N#CCNc1ccccc1N	.	.	97	101	106	85	116	108
CN1CCN(CCCCCN=c2cc3c(=O)n(CCCCCN4CCN(C)CC4)c(=O)c4c(NCCCCCN5CCN(C)CC5)cc5c(O)n(CCCCCN6CCN(C)CC6)c(=O)c2c5c4-3)CC1	14	.	8.9*	-34*	-42*	25	1.4*	-51*
O=C(O)CCN1CCN(CCC(=O)O)CC1	99	101	102	109	106	97	97	107
CCOc1cc(/C=N\NC(N)=S)ccc1O	106	112	120	102	100	115	100	88
O=C1N[C@@H](Cc2c[nH]c3ccccc23)C(=O)N(Cc2cccc(O)c2)[C@H]1Cc1ccccc1	101	82	94	76	101	90	85	84
CN(C)c1ncc2c(=O)[nH]cnc2n1	93	89	77	112	118	106	99	.
COc1ccc(C(=O)/C=C/c2c(OC)cc(OC)cc2OC)c(OC)c1	9.0*	13	19	44	-20*	34	.	-25*
O=[N+]([O-])c1ccc(COP(=O)(O)OCc2ccc([N+](=O)[O-])cc2)cc1	100	100&107	101&121	102&108	107&103	135&120	104	109&107
COc1ccc(N2N=C(c3ccc4c(c3)OCCO4)CC2c2cccc(NC(=O)CCCNS(=O)(=O)c3ccc(OC)cc3)c2)cc1 (configuration not stated)	79	58	78	85	95	67	61	76
COc1ccc(-c2nn(-c3cccc(Cl)c3)cc2-c2cc(-c3ccccc3)nc(N)n2)cc1	41	.	-3.8*	35	57	6.5*	11	30
Nc1ccc(/C=N/Nc2ccnc3c(O)cccc23)c2cccnc12	14	32	0.6*	0.7*	47	14	2.2*	74
Additional results
SMILES	CCRF-CEM	RPMI-8226	K-562	MDA-MB-231	MDA-MB-435	MOLT-4	SR	MDA-MB-468
C=CCNc1ccc2c3c(cccc13)C(=O)N(c1cccc(-c3nn(-c4ccccc4)cc3-c3nc4ccccc4s3)c1)C2=O	104	109	100	103	107	94	84	97
COc1cccc(Br)c1NC(C)=O	104	102	107	96	100	117	106	97
O=C1NC(Cc2ccccc2)C(=O)O1 (configuration not stated)	91	98	94	104	106	100	90	106
CN1C(=O)N(C)C2C1NN=c1s/c(=C\c3ccccc3F)c(=O)n12 (configuration not stated)	11	21	9.5*	13	-40*	16	18	12
COc1ccc(C2=NOC(CC(=O)N(CCO)CCO)C2)cc1OC1CCCC1 (configuration not stated)	112	106	121	103	104	125	106	90
N#Cc1ccc(-c2ccc3[nH]c(=O)nc(-c4ccccc4)c3c2)cc1	92	78	99	78	102	82	87	95
Nc1ncnc2c1C(c1ccc(Br)cc1)c1sc3c(Br)cccc3c1O2 (configuration not stated)	109	98	85	82	102	72	65	111
CCOC(=O)c1c(C)c(-c2ccccc2)nc2ccccc12	104	104	99	84	106	96	97	92
COC(=O)C[C@](O)(CCCC(C)(C)O)C(=O)O[C@H]1C(OC)=C[C@@]23CCCN2CCc2cc4c(cc2[C@@H]13)OCO4	-5.8*	-18*	4.7*	-20*	-27*	-6.4*	-25*	-37*
O=C(CCl)N1c2ccccc2Sc2ccc3ccccc3c21	-15*	-47*	-0.3*	-73*	-35*	-9.4*	-11*	-76*
CCCCCCC[n+]1ccc(CCS(=O)(=O)c2ccc(NC(C)=O)cc2)cc1	93	81	115	104	99	86	93	71
Nc1ccc(C(=O)NCC(=O)O)cc1	99&108&104	105&99&102	109&103&93	106&101&128	99&98&100	103&80&113	99&73&100	103&101
O=c1[nH]c2cccc(Cl)c2c2ccccc12	91	96	90	80	99	85	90	88
O=C1OCC(O)=C1Cc1ccccc1	98	102	97	114	121	98	100	101
CC1(C)CC[C@]2(CO)CC[C@]3(C)[C@](O)([C@H](O)C[C@@H]4[C@@]5(C)CCCNC(C)(C)[C@@H]5CC[C@]43C)[C@@H]2C1	75	74	10	102	93	46	4.0*	81
c1cnc2[nH]cc(-c3csc(-c4c[nH]c5ncccc45)n3)c2c1	97	99	.	83	89	98	.	81
CCNc1ccc2c(c1)C(=O)c1ccccc1-2	105	101	103	95	105	103	96	102
CON1CCC(c2cn(S(=O)(=O)N(C)C)cn2)c2cc[nH]c2C1=O (configuration not stated)	99	102	94	97	96	99	90	98
COc1cc(-c2nn(-c3cccc(NC(=O)Nc4ccccc4)c3)cc2-c2ccncc2)ccc1Cl	83	68	45	88	23	57	.	83
CS(C)=O	108&103	113&105	116	116&108	102	109&96	108&96	107&102

Part of the list above, reduced to MDA-MB-231, RPMI-8226 and MDA-MB-435.
molecule	MDA-MB-231	RPMI-8226	MDA-MB-435
O=c1[nH]c2cccc(Cl)c2c2ccccc12	80	96	99
O=C1OCC(O)=C1Cc1ccccc1	114	102	121
CC1(C)CC[C@]2(CO)CC[C@]3(C)[C@](O)([C@H](O)C[C@@H]4[C@@]5(C)CCCNC(C)(C)[C@@H]5CC[C@]43C)[C@@H]2C1	102	74	93
c1cnc2[nH]cc(-c3csc(-c4c[nH]c5ncccc45)n3)c2c1	83	99	89
CCNc1ccc2c(c1)C(=O)c1ccccc1-2	95	101	105
CON1CCC(c2cn(S(=O)(=O)N(C)C)cn2)c2cc[nH]c2C1=O (configuration not stated)	97	102	96
COc1cc(-c2nn(-c3cccc(NC(=O)Nc4ccccc4)c3)cc2-c2ccncc2)ccc1Cl	88	68	23

Additional entries:
SMILES	CCRF-CEM	RPMI-8226	K-562	MDA-MB-231	MDA-MB-435	MOLT-4	SR	MDA-MB-468
CCOC(=O)c1[nH]c2c(c1C)C(=O)CSC2	26[100 µM]	24[100 µM]	80[100 µM]	67[100 µM]	82[100 µM]	95[100 µM]	79[100 µM]	47[100 µM]
CSc1ccc(-c2cn3ccsc3n2)cc1	30	73	53	97	73	66	79	.
OCCN(CCO)C1c2ccccc2-c2ccccc21	111	114	99	108	104	96	111	90
Cc1ccc(CC#N)c(-c2c(CC#N)ccc(C)c2C)c1C	86&83	81&84	78&81	64&87	107&110	88&73	94&85	82&78
Clc1ccc2oc3c(OCCCn4ccnc4)c4ccccc4nc3c2c1	60	67	45	66	65	25	32	67
Cc1ccc2nc(NC(=O)CSc3nc(-c4ccccc4)c(C#N)c(N4CCN(C)CC4)n3)sc2c1	.	53	59	74	75	45	30	41
S=C(Cc1ccc2c(c1)CCCC2)N1CCOCC1	119	112	107	103	101	.	95	105
COC(=O)CCC(NS(=O)(=O)/N=C1\NC(=O)NC1=C(Cl)Cl)C(=O)OC (configuration not stated)	97	102	101	97	103	100	104	94
COc1ccc(OC)c2cc3ccccc3cc12	84	96	107	102	107	91	92	89
Cc1nc(N)[nH]c(=O)c1CCCNc1ccc(CCCCC2(CCl)OCCO2)cc1	83&98	62	74&89	100&91	93&101	85&99	86&109	66&71
COc1ccc(C2c3ccc4ccccc4c3Oc3ncnc(N)c32)cc1 (configuration not stated)	89	86	41	65	8.5*	83	46	87
Cc1ccc(-n2c3c(c(-c4ccccc4)c2-c2ccccc2)C2=NCCN2C(SCC(=O)c2ccccc2)=N3)cc1	98	64	54	83	97	87	88	67
Nc1ccnc(N)n1	88	100	92	115	101	76	108	90
CCCSc1nnc(-c2c(C)nc3ccc(Cl)cn23)o1	92	79	85	81	109	89	.	86
